# Compound activity: PubChem BioAssay, Broad Institute
# KDM4C inh – inhibitors of GASC-1 (KDM4C) histone demethylase, primary screen, biochemical, single concentration HTS | inhibition, % at 12.5 µM | 0.15% of 96,000 active | Lysine-specific demethylase 4C (Homo sapiens), Q9H3R0 | GST-KDM4C 2-372, H3K9me3 peptide, LANCE TR-FRET | AID 720574, 2013;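 active means mean replicate inhibition above about 25%, with at least 55% of replicates also reaching it, limit read from the data, passing the limit was not always enough; inconclusive means only one of those two conditions met; inactive means neither condition met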
# Target sequence (Q9H3R0 2-372 limits assumed): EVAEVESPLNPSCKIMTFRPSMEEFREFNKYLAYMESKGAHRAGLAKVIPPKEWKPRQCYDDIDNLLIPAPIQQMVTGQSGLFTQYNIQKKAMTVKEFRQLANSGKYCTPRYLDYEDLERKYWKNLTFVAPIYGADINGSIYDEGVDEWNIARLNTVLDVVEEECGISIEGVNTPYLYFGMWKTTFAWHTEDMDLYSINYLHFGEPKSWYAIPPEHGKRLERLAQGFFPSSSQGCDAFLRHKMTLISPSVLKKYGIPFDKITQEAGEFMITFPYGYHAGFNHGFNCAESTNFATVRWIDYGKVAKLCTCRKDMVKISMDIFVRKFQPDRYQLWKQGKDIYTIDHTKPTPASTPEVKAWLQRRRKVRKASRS
#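 System: N-terminal GST-fused human GASC-1 (KDM4C) fragment, residues 2-372 / Amount: 10 nM GST-KDM4C in enzyme reaction / Also added: H3K9me3 peptide with Fe(II)/2OG / Times: 30 min demethylation and 1 h detection at room temperature / Signal: LANCE TR-FRET / Read-out basis: Fall in 671/618 emission ratio as inhibition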
# Pf Dd2 growth – P. falciparum Dd2 growth inhibitors, primary screen, SYBR Green fluorescence, single dose replicates; 72 h; stronger effect = lower value; activity change, % at 10 µM; 2.3% of 94,000 active; in the data active means activity change below about -80%; inconclusive means no clear call, values can overlap the other calls
# T cruzi growth – T. cruzi intracellular proliferation inhibitors, primary screen, cell-based, beta-gal Tulahuen parasites, NIH3T3 host, luminescence; AID 624255, 2012; T. cruzi beta-gal in NIH3T3, GalScreen luminescence, 90 h; inhibition, % at 8.34 µM; 5.9% of 77,000 active;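 active means mean inhibition above about 93%, with at least 55% of replicates each passing it, limit read from the data, passing the limit was not always enough; inconclusive means only one of those two conditions holds; inactive means neither condition holds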
# C diff HTS – C. difficile growth inhibitors, primary screen, HTS; Clostridium difficile clinical isolate growth, OD600, 24 h; stronger effect = lower value; growth activity, negative = inhibition, % at 16 µg/mL (by protocol); 0.25% of 86,000 active; AID 1259249, 2017;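 active means mean growth activity at or below -80% and every replicate also at or below -80%; inconclusive means mean at or below -80% but some replicate above -80%; inactive means mean growth activity above -80%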;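 further: 0% = DMSO wells and -100% = levofloxacin 16 µg/mL wells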
# * = called active by the depositor; ? = inconclusive; · = not tested or not shown.
item	Structure	KDM4C inh	Pf Dd2 growth
1	C[C@@H]1CN([C@@H](C)CO)C(=O)Cc2cc(NC(=O)Nc3cccc4ccccc34)ccc2O[C@H]1CN(C)C(=O)Nc1ccc(F)cc1	-1.7	-25
2	C[C@@H]1CN([C@H](C)CO)C(=O)c2cc(NC(=O)Nc3ccc4c(c3)OCO4)ccc2O[C@H]1CN(C)Cc1ccc2c(c1)OCO2	-0.4	-22
3	CC(C)NC(=O)N(C)C[C@@H]1Oc2ccc(NC(=O)Nc3cccc4ccccc34)cc2CC(=O)N([C@H](C)CO)C[C@H]1C	-0.5	-4
4	CN(C)CC#Cc1ccc([C@@H]2[C@H](CO)N3CCCCN(S(=O)(=O)c4ccccc4)C[C@@H]23)cc1	4.9	9
5	COCC#Cc1ccc2c(c1)O[C@H](CN(C)Cc1ccccn1)[C@@H](C)CN([C@@H](C)CO)S2(=O)=O	1.6	-30
6	COc1ccc2c3c(n(C)c2c1)[C@H](CO)N(C(=O)NC(C)C)CC31CCN(CC2CCCC2)CC1	0.0	-69
7	C[C@@H]1CN([C@H](C)CO)S(=O)(=O)c2ccc(C3=CCCC3)cc2O[C@@H]1CN(C)C(=O)CN(C)C	0.8	-27
8	CCS(=O)(=O)N1CC(=O)N2[C@H](CO)[C@H](c3ccc(C4=CCCCC4)cc3)[C@@H]2C1	1.6	17
9	CCS(=O)(=O)Nc1ccc2c(c1)C(=O)N(C)C[C@H](OC)[C@@H](C)CN(C(=O)COC)[C@@H](C)CO2	0.7	-8
10	O=C(NCc1ccncn1)[C@H]1[C@H](CO)[C@H]2Cn3c(cccc3=O)[C@@H]1N2CC1CC1	5.3	·

item	T cruzi growth	C diff HTS
1	26	1
2	-16	-3
3	-34	0
4	35	-4
5	57	-2
6	·	1
7	-21	-2
8	·	13
9	22	20
10	73	-5

# An excerpt from above in order of their number in KDM4C inh, low to high:
No.	smiles	KDM4C inh
3	CC(C)NC(=O)N(C)C[C@@H]1Oc2ccc(NC(=O)Nc3cccc4ccccc34)cc2CC(=O)N([C@H](C)CO)C[C@H]1C	-0.5
9	CCS(=O)(=O)Nc1ccc2c(c1)C(=O)N(C)C[C@H](OC)[C@@H](C)CN(C(=O)COC)[C@@H](C)CO2	0.7
10	O=C(NCc1ccncn1)[C@H]1[C@H](CO)[C@H]2Cn3c(cccc3=O)[C@@H]1N2CC1CC1	5.3

# By substructure, those above with four or more nitrogen atoms.
item	Structure	KDM4C inh	Pf Dd2 growth
1	C[C@@H]1CN([C@@H](C)CO)C(=O)Cc2cc(NC(=O)Nc3cccc4ccccc34)ccc2O[C@H]1CN(C)C(=O)Nc1ccc(F)cc1	-1.7	-25
2	C[C@@H]1CN([C@H](C)CO)C(=O)c2cc(NC(=O)Nc3ccc4c(c3)OCO4)ccc2O[C@H]1CN(C)Cc1ccc2c(c1)OCO2	-0.4	-22
3	CC(C)NC(=O)N(C)C[C@@H]1Oc2ccc(NC(=O)Nc3cccc4ccccc34)cc2CC(=O)N([C@H](C)CO)C[C@H]1C	-0.5	-4
6	COc1ccc2c3c(n(C)c2c1)[C@H](CO)N(C(=O)NC(C)C)CC31CCN(CC2CCCC2)CC1	0.0	-69
10	O=C(NCc1ccncn1)[C@H]1[C@H](CO)[C@H]2Cn3c(cccc3=O)[C@@H]1N2CC1CC1	5.3	·

item	T cruzi growth	C diff HTS
1	26	1
2	-16	-3
3	-34	0
6	·	1
10	73	-5

# New compounds follow.
item	Structure	KDM4C inh	Pf Dd2 growth
11	CO[C@@H]1CN(C)C(=O)c2ccc(NC(C)=O)cc2OC[C@H](C)N(C(=O)c2ccc(F)cc2)C[C@@H]1C	0.9	-6
12	C[C@H]1CN([C@@H](C)CO)C(=O)c2cc(NC(=O)Nc3ccc(C(F)(F)F)cc3)ccc2O[C@@H]1CN(C)Cc1ccc(Oc2ccccc2)cc1	-1.2	-11
13	Cc1noc(C)c1NC(=O)Nc1ccc2c(c1)C(=O)N([C@@H](C)CO)C[C@@H](C)[C@@H](CN(C)Cc1ccc(C(=O)O)cc1)OCCCC[C@H](C)O2	2.3	30
14	C[C@@H]1CCCCO[C@@H](CN(C)C(=O)CCC(F)(F)F)[C@H](C)CN([C@H](C)CO)C(=O)c2cc(NS(C)(=O)=O)ccc2O1	3.6	-11
15	COc1ccc2c3c(n(C)c2c1)[C@@H](CO)N(Cc1cccc(F)c1)CC31CN(C(=O)Cc2ccccc2)C1	-1.9	-74
16	C[C@H]1CCCCO[C@@H](CN(C)C(=O)Nc2ccccc2)[C@@H](C)CN([C@@H](C)CO)C(=O)c2cc(NC(=O)Nc3cccc4ccccc34)ccc2O1	-2.0	-25
17	COc1ccc(S(=O)(=O)N(C)C[C@H]2OCCCC[C@H](C)Oc3ccc(NC(=O)Nc4c(C)noc4C)cc3C(=O)N([C@@H](C)CO)C[C@H]2C)cc1	0.1	-68
18	COc1ccc(S(=O)(=O)Nc2ccc3c(c2)CC(=O)N([C@@H](C)CO)C[C@@H](C)[C@H](CN(C)S(=O)(=O)c2ccc(F)cc2)O3)cc1	-0.8	-19
19	COc1ccccc1NC(=O)N1C[C@@H]2[C@H](c3ccccc31)[C@H](CO)N2Cc1ccccc1F	-0.2	1
20	Cc1ccc(S(=O)(=O)N(C)C[C@@H]2OCCCC[C@H](C)Oc3ccc(NC(=O)Nc4ccc5c(c4)OCO5)cc3C(=O)N([C@H](C)CO)C[C@@H]2C)cc1	1.3	-56

item	T cruzi growth	C diff HTS
11	3	·
12	9	·
13	0	-2
14	38	1
15	·	39
16	66	·
17	-10	-5
18	17	7
19	65	-3
20	119*	·

# Further entries
item	Structure	KDM4C inh	Pf Dd2 growth
21	COc1cccc(S(=O)(=O)Nc2ccc3c(c2)[C@@H]2C[C@@H](CC(=O)N[C@@H](C)c4ccccc4)O[C@@H](CO)[C@@H]2O3)c1	0.4	2
22	Cc1noc(C)c1NC(=O)Nc1ccc2c(c1)C(=O)N([C@H](C)CO)C[C@H](C)[C@@H](CN(C)Cc1ccncc1)OCCCC[C@H](C)O2	1.1	32
23	C[C@@H]1CN([C@@H](C)CO)C(=O)c2cc(NS(=O)(=O)c3ccccc3)ccc2O[C@@H]1CN(C)Cc1ccc(C(=O)Nc2ccccc2N)cc1	0.9	-83*
24	COc1ccc(NC(=O)Nc2ccc3c(c2)CC(=O)N([C@H](C)CO)C[C@@H](C)[C@@H](CN(C)S(=O)(=O)c2ccc(Cl)cc2)O3)cc1	-1.6	15
25	Cc1cccc(S(=O)(=O)N2CCCCN3[C@@H](CO)[C@@H](c4ccc(C#CC5CC5)cc4)[C@@H]3C2)c1	-0.9	?
26	C[C@@H]1CN([C@@H](C)CO)S(=O)(=O)c2ccc(C#Cc3ccccn3)cc2O[C@H]1CN(C)Cc1ccccc1	-43	-73
27	COc1ccc2c3c([nH]c2c1)[C@H](CO)N(C(=O)CN(C)C)CC31CN(CC2CC2)C1	13	-49
28	COc1ccccc1-c1ccc([C@@H]2[C@H](CO)N(CC3CC3)C23CN(S(C)(=O)=O)C3)cc1	-1.3	-57
29	O=C(C[C@H]1CC[C@@H]2[C@H](COC[C@@H](O)CN2Cc2ccc(Cl)cc2)O1)Nc1nccs1	0.3	-47
30	COc1ccc2c3c([nH]c2c1)[C@H](CO)N(Cc1nccs1)CC31CN(Cc2nccs2)C1	-0.3	7

item	T cruzi growth	C diff HTS
21	·	-5
22	-18	-3
23	46	14
24	-34	3
25	65	43
26	86*	-5
27	·	5
28	·	-3
29	30	-10
30	·	5

# Further compounds
item	Structure	KDM4C inh	Pf Dd2 growth
31	CNC(=O)C[C@@H]1CC[C@@H]2[C@H](COc3ccc(NC(=O)c4ccc(OC)cc4)cc3C(=O)N2C)O1	0.0	-1
32	C[C@H]1CN([C@@H](C)CO)C(=O)Cc2cc(NC(=O)Nc3ccc(C(F)(F)F)cc3)ccc2O[C@@H]1CN(C)S(=O)(=O)c1cccs1	-1.5	10
33	CN1C(=O)c2cc(NS(=O)(=O)c3cccc(F)c3)ccc2OC[C@H]2O[C@@H](CC(=O)N3CCc4ccccc4C3)CC[C@@H]21	-0.4	-17
34	C[C@H](CO)N1C[C@H](C)[C@@H](CN(C)Cc2ccc(C(F)(F)F)cc2)Oc2c(NC(=O)Nc3ccc(F)cc3)cccc2C1=O	1.7	-26
35	COc1ccc(C(=O)Nc2ccc3c(c2)C(=O)N(C)[C@H]2CC[C@H](CC(=O)NCC4CC4)O[C@H]2CO3)cc1	1.2	·
36	Cc1ccccc1-c1cnc2c(c1)C(=O)N([C@@H](C)CO)C[C@@H](C)[C@@H](CN(C)C(=O)CC1CC1)O2	-0.1	12
37	CN1[C@H](C(=O)NCC2CC2)[C@@H](CO)[C@@H]2Cn3c(ccc(-c4ccc(F)cc4)c3=O)[C@@H]21	1.8	4
38	COCC(=O)Nc1ccc2c(c1)OC[C@@H](C)N(C(=O)Nc1ccccc1F)C[C@@H](C)[C@H](OC)CN(C)C2=O	0.2	6
39	C[C@@H]1CCCCO[C@@H](CN(C)Cc2ccc(Cl)c(Cl)c2)[C@@H](C)CN([C@H](C)CO)C(=O)c2cc(NC(=O)c3ccncc3)ccc2O1	-0.6	-18
40	CCCN(C)C[C@H]1OCCCC[C@H](C)Oc2ccc(NS(=O)(=O)c3ccc(C)cc3)cc2C(=O)N([C@@H](C)CO)C[C@@H]1C	-2.3	-90*

item	T cruzi growth	C diff HTS
31	29	3
32	27	7
33	38	·
34	75	3
35	27	-8
36	·	0
37	-2	1
38	20	7
39	92	15
40	33	4

# Continuation.
item	Structure	KDM4C inh	Pf Dd2 growth
41	CN(C)C(=O)C[C@@H]1CC[C@@H]2[C@H](COc3ccc(NC(=O)C4CCCC4)cc3C(=O)N2C)O1	1.2	-16
42	CC=Cc1ccc2n(c1=O)C[C@@H]1[C@@H](CO)[C@H](C(=O)NC3CCCC3)N(Cc3ccncc3)[C@H]21 (mixture of isomers)	7.6	·
43	COc1ccc(NC(=O)N(C)C[C@H]2Oc3c(NC(=O)C4CCOCC4)cccc3C(=O)N([C@@H](C)CO)C[C@@H]2C)cc1	12	26
44	C[C@H]1CN([C@@H](C)CO)S(=O)(=O)c2ccc(C#CC3(O)CCCC3)cc2O[C@H]1CN(C)C	0.0	14
45	C[C@H]1CN([C@@H](C)CO)C(=O)c2cc(C3=CCCC3)cnc2O[C@@H]1CN(C)C(=O)Nc1cccc(F)c1	-0.2	4
46	C[C@@H]1CCCCO[C@@H](CN(C)C(=O)Nc2cccc3ccccc23)[C@H](C)CN([C@H](C)CO)C(=O)c2cc(NS(=O)(=O)c3cn(C)cn3)ccc2O1	-11	-8
47	O=C(Cc1ccncc1)NCC[C@@H]1CC[C@H](NC(=O)C2CCC2)[C@H](CO)O1	0.5	28
48	Cc1cc(C(=O)Nc2cccc3c2O[C@H](CN(C)Cc2ccc4c(c2)OCO4)[C@@H](C)CN([C@H](C)CO)C3=O)n(C)n1	0.5	-7
49	C[C@@H]1CN([C@H](C)CO)C(=O)c2cc(-c3cccc(C#N)c3)cnc2O[C@@H]1CN(C)C(=O)C1CCC1	-0.2	-1
50	CO[C@H]1CN(C)C(=O)c2cc(NC(=O)C3CC3)ccc2OC[C@H](C)N(Cc2cccc(F)c2)C[C@@H]1C	-0.3	-27
51	C[C@H](CO)N1C[C@H](C)[C@@H](CN(C)C(=O)Nc2ccc(C(F)(F)F)cc2)Oc2c(NC(=O)NC3CCCCC3)cccc2C1=O	-0.8	-12
52	O=C(Nc1ccccc1)N1CCCCN2[C@H](CO)[C@@H](c3ccc(C#CC4CC4)cc3)[C@@H]2C1	0.4	-9

item	T cruzi growth	C diff HTS
41	·	0
42	20	-1
43	38	2
44	-53	2
45	·	-9
46	23	0
47	-35	·
48	25	2
49	-90	-1
50	54	·
51	53	12
52	86	18

# Pulled by compound from above:
item	Structure	KDM4C inh	Pf Dd2 growth
43	COc1ccc(NC(=O)N(C)C[C@H]2Oc3c(NC(=O)C4CCOCC4)cccc3C(=O)N([C@@H](C)CO)C[C@@H]2C)cc1	12	26
44	C[C@H]1CN([C@@H](C)CO)S(=O)(=O)c2ccc(C#CC3(O)CCCC3)cc2O[C@H]1CN(C)C	0.0	14

item	T cruzi growth	C diff HTS
43	38	2
44	-53	2
